# High-throughput results deposited in PubChem BioAssay by National Center for Advancing Translational Sciences (NCATS).
# TCR activator: activators of T cell receptors. primary human leukocytes, anti-CD3, IL-2 HTRF, 48 h. Potency, µM (titrated, usually from 9.22 µM), for inactives: at the top dose activation of IL-2 secretion, hits mostly activators. 330,000 tested, under 10 active; also: % of control where 0% means no effect
#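 IL-2 produced over 48 hr by a-CD3 bead-stimulated primary human leukocytes exposed to compounds was detected with a homogeneous time-resolved FRET immunoassay, 665nm acceptor signal after 320nm excitation.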
# Chronic BCR inh: inhibitors of chronic active B-cell receptor signaling; ABC-DLBCL IkBa-CBG/CBR reporter, luminescence ratio, 4 h; Potency, µM (titrated, usually from 46.1 µM), without a hit: at the highest dose ratio change, negative = lower green/red ratio, actives largely listed as inhibitors; actives 0.05% (n = 340,000); AID 493014; active = well fitted inhibition curve with a large enough effect in the signal ratio, with a control signal flat, not every such curve was filed as active; inconclusive = small, poorly fitted or top-dose-only effect, or effect the other way, or a change in a side signal; the % refers to the signal ratio;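 also: potency is read from the fitted curve at half-maximal effect; plate controls were basal doxycycline-induced cells for no effect and cells given 10 µM MG132 for full effect; MG132 reads +100%, hits lower the ratio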
#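 Doxycycline induced both beetle luciferases in TMD8 lymphoma cells; IKK-driven degradation limits the IkappaBalpha-fused green signal, while red luminescence normalises for cell number and nonspecific effects. Compounds tested up to 46 uM, 4 hrs.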
# PTAP TSG101 blk: blocks PTAP/TSG101 interaction to inhibit HIV-1 budding. Fluorescence polarization, FITC-PTAP peptide / Tsg101 binding. Potency, µM (top dose mostly 115 µM), for the others: at the highest dose activity change, negative = inhibition, hits mostly inhibitors. Q99816. 340,000 tested, under 10 active. AID 493005; active = well fitted inhibition curve with a large enough effect in the main read-out, with a control signal flat, not every such curve was filed as active; inconclusive = small, poorly fitted or top-dose-only effect, or effect the other way, or a change in a side signal; inactive = no such curve, though single readings can be large or run the other way; also: potency is read from the fitted curve at half-maximal effect; % of control where 0% means no effect
#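 Fluorescence anisotropy tracks displacement of a FITC-tagged PTAP peptide (50 nM) from the Tsg101 binding domain (10 uM), following a 20 min room-temperature incubation at pH 7.5.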
# uPA surface inh: cell surface uPA generation inhibition; AID 540303; cell surface uPA generation assay, qHTS; Potency, µM (highest dose often 38.3 µM), for inactives: top-dose activity change, negative = inhibition, most hits filed as inhibitors; actives 0.31% (n = 330,000); active = well fitted inhibition curve with a large enough effect; inconclusive = small, poorly fitted or top-dose-only effect; inactive = no such curve, though single readings can be large or run the other way; tested in mouse RAW 264.7 cells; also: potency is read from the fitted curve at half-maximal effect; % is scaled to controls: 0 for no effect and ±100 for the full control effect; nearly all actives have a fitted effect of over 55% in size
# Eya2 inh: blocks the phosphatase activity of human Eya2. O00167. recombinant Eya2, OMFP fluorescence dephosphorylation (OMFP is methylfluorescein phosphate). Potency, µM (series often up to 76.9 µM), without a hit: at the top dose activity, negative = inhibition, usual class: inhibitors. actives 0.006% (n = 330,000). AID 488837; also: potency is read from the fitted curve at half-maximal effect; % is scaled to controls: 0 for no effect and ±100 for the full control effect
#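 Eya2 (0.2 uM) preincubated 10 min at ambient with compound, then OMFP substrate added at 50 uM; 10 min reaction in 50 mM HEPES pH 7.5, 50 mM NaCl, 5 uM MgCl2, 0.05% BSA, 1 mM DTT. Fluorescence read at Ex 485/Em 525 nm.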
# TSHR antag: antagonists of human thyroid stimulating hormone receptor | P16473 | TSHR-expressing cells, TSH-stimulated cAMP HTRF, 2 h; active compounds read low | activity change, negative = inhibition, % at 11.5 µM | actives 0.2% (n = 330,000);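 active = activity change below a set negative limit, meaning inhibition stronger than a set level, cut at about -70% in these data; inconclusive = activity change between two set negative limits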; also: % is scaled to controls: 0 for no effect and ±100 for the full control effect
# Target sequence (P16473 whole entry, looked up): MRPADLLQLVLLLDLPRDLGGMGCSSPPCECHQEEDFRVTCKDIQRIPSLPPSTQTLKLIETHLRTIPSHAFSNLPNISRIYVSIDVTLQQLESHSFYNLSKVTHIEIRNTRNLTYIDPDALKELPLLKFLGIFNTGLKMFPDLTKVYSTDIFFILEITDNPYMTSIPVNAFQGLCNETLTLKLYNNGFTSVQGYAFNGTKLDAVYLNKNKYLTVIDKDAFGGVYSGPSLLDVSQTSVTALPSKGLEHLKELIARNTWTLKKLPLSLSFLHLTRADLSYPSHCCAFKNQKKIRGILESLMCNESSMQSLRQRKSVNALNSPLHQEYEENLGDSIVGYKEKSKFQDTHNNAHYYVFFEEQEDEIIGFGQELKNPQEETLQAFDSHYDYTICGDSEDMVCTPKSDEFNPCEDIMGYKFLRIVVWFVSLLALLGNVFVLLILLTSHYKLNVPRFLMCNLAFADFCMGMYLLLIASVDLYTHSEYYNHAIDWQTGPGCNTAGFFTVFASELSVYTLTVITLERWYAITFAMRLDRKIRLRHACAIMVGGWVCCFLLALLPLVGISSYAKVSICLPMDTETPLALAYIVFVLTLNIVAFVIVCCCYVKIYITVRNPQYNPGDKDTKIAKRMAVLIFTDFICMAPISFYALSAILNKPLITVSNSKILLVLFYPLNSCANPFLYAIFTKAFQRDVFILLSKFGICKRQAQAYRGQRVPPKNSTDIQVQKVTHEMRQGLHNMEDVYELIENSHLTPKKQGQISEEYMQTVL
#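 Inhibition of cAMP made by TSHR-expressing cells under TSH stimulation (4nM final, EC80; 2 h, 37 deg C) is quantified with a one-step lysis HTRF kit, anti-cAMP cryptate versus cAMP-d2.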
# Mito fusion act: mitochondrial division inhibition or fusion activation; S. cerevisiae fusion-defective mutant growth rescue, CellTiterGlo 48 h; Potency, µM (doses to about 46.1 µM), for the others: top-dose growth rescue (activation), hits mostly activators; actives 0.23% (n = 320,000); AID 485298;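 also: potency is read from the fitted curve at half-maximal effect; % of control where 0% means no effect; nearly all actives have a fitted effect of over 45% in size; temperature-sensitive fusion mutants such as fzo1-1 at 37 °C on non-fermentable ethanol glycerol medium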
#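 Temperature-sensitive fusion-defective S. cerevisiae (e.g. fzo1-1, mgm1-5) were grown with compound in YPEG medium (3% ethanol, 3% glycerol) for 48 hours at 37C. Growth rescue was measured as viability by CellTiterGlo luminescence after 10 minutes at ambient.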
# B2AR arrestin: recruits beta-arrestin to the human beta2-adrenergic receptor | P07550 | beta-arrestin recruitment to beta2AR, cell-based reporter | Potency, µM (titrated, usually from 46.1 µM), inactives show top-dose activation, hits mostly activators | actives 0.02% (n = 330,000);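 also: potency is read from the fitted curve at half-maximal effect; 0% = DMSO controls and full agonism = EC100 isoproterenol or metaproterenol; nearly all actives have a fitted effect of over 65% in size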
# Tb PFK block: T. brucei PFK enzyme inhibition; O15648; T. brucei PFK, ADP-Glo luminescence; Potency, µM (series often up to 57.5 µM), inactives show at the highest dose activity, negative = inhibition, hits mostly inhibitors; actives 0.17% (n = 330,000);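 also: potency is read from the fitted curve at half-maximal effect; 0% = uninhibited 1x PFK enzyme wells and -100% = no-enzyme wells; nearly all actives have a fitted effect of over 60% in size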
#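 Compounds were pin-transferred as a titration series up to 57 uM into substrate buffer (0.5 mM F6P, 0.1 mM ATP, pH 8.0), then 1.25 nM PFK was added and reactions ran 45 min before ADP-Glo detection.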
# USP2a block: inhibitors of human ubiquitin-specific protease USP2a. O75604. USP2 core, Ub-CHOP2 coupled fluorogenic reporter, 485/531. Potency, µM (titrated, usually from 38.3 µM), inactives show at the top dose activity change, negative = inhibition, actives largely listed as inhibitors. actives 0.01% (n = 330,000). AID 463254;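 also: potency is read from the fitted curve at half-maximal effect; plate controls were DMSO wells for no effect and full inhibition by NEM control for full effect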
#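 USP2 core (10nM final) preincubated 30min RT with compound in 20mM Tris-HCl pH 8.0, 2mM CaCl2, 2mM beta-mercaptoethanol, 0.05% CHAPS; 25nM Ub-CHOP2 plus 25nM reporter substrate added, fluorescence (Ex485/Em531) read after 60min.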
# ELG1 DNA repair: inhibitors of ELG1-dependent DNA repair in HEK293T cells; HEK293T ELG1-luciferase reporter, luminescence, 16 h; DNA damage induced by 5-fluorouridine; Potency, µM (series often up to 46.1 µM), for inactives: at the highest dose activity change, negative = inhibition, hits mostly inhibitors; actives 2.3% (n = 330,000); also: potency is read from the fitted curve at half-maximal effect; % is scaled to controls: 0 for no effect and ±100 for the full control effect; nearly all actives have a fitted effect of over 55% in size
#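 Reporter activity after DNA damage by 5-fluorouridine is monitored. Compound-treated cells incubate 16 hr at 37 °C, then ONE-Glo is added for 30 min before luminescence reading.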
# Active calls of the source: *; ? = inconclusive; · = not tested or not shown; [ ] = another dose, or the depositor's remark. Unless noted, calls follow the shape of the dose curve; as a rule, active = well fitted curve in the direction sought with a large enough effect; inconclusive = small, poorly fitted or top-dose-only effect, or another doubt; inactive = no such curve, though single readings can be large; an effect the other way counts as inactive or inconclusive.
no.	canonical_smiles	B2AR arrestin	Mito fusion act	USP2a block	uPA surface inh	TSHR antag	PTAP TSG101 blk	Eya2 inh	Chronic BCR inh	Tb PFK block	TCR activator	ELG1 DNA repair
1	CC[C@H](C)[C@H](NC(=O)c1ccccc1)C(=O)NC(CC(=O)O)c1ccc(F)cc1 (some centres not stated)	0.3%	19%	-1%	2%	0	-3%	-6%	0%	-5%	1%	-5%
2	O=C(NCc1ccco1)NCC(F)(F)F	0.1%	-3%	2%	-10%	-2	0%	-2%	-1%	0%	-8%	5%
3	Cc1ccccc1OCC(=O)OCC(=O)NC1CCCCCC1	0.5%	-4%	0%	0%	-2	-3%	6%	-3%	-1%	0%	0%
4	COC(=O)CN=Cc1c(C)[nH]n(-c2ccccc2)c1=O	-1.1%	-11%	-2%	5%	3	-1%	-7%	10%	-29%	-5%	2%
5	COc1cc(Cl)c(CN2CCCC(CO)(Cc3ccccc3)C2)cc1OC (configuration not stated)	-0.9%	-2%	3%	3%	6	-5%	3%	2%	-2%	2%	-22%
6	Cc1ccc(-c2nn3c(C)nnc3s2)cc1NC(=O)c1cccs1	-0.7%	2%	-2%	·	3	-5%	-7%	-12%	9%	1%	-3%
7	C#CCOCCOCCOCCNc1nc(N2CCN(C(=O)CCCCCCCCCCNC(=O)[C@H](CCCCN)n3cc(CCO)nn3)CC2)nc(N2CCN(C(=O)CCCCCCCCCCNC(=O)[C@H](CCCCN)n3cc(CCCC(=O)O)nn3)CC2)n1	-0.8%	-7%	-10%	7%	9	-1%	-21%	?	-9%	-12%	20%
8	CCOC(=O)c1sc(NC(=O)CSc2nnc(C(C)C)n2C)nc1C	?	-2%	-1%	-9%	-1	-5%	-18%	-15%	-9%	1%[46.1 µM]	-4%
9	CSc1nc2ccccc2n1Cc1cccc(F)c1	-0.2%	-4%	-2%	0%	-21	-1%	3%	?	3%	-6%	?
10	Cc1cc2ncn(CC3CC3(Cl)Cl)c2cc1C (configuration not stated)	-0.1%	-6%	-1%	-5%	-2	0%	-6%	0%	6%	-13%	-11%
11	CCOC(=O)C1(Cc2ccccc2C(F)(F)F)CCN(C2CCSC2)CC1 (configuration not stated)	-1.6%	-9%	0%	-2%	0	-4%	10%	-9%	5%	-2%	3%
12	CCOc1ccc(OCC(=O)Nc2ccc(S(=O)(=O)Nc3cc(C)nc(C)n3)cc2)cc1	-0.5%	3%	0%	7%	·	1%	-2%	1%	4%	-2%	10%
13	CCN(Cc1ccncc1)C(=O)CCc1nnc(CCC2CCCCC2)o1	-0.9%	3%	-1%	-4%	37	0%	4%	-14%	-23%	-2%	2%
14	O=C(CSc1nccc(=O)[nH]1)Nc1cccc2ccccc12	-0.5%	5%	3%	-1%	-2	1%	18%	1%	2%	11%	-2%
15	Cc1ccc(NS(=O)(=O)c2c(C(=O)N3CCOCC3)c(C)n(C)c2C)cc1C	-0.3%	-2%	3%	-1%	-2	-4%	2%	0%	0%	-4%	0%
16	C=CCN1C(=O)C(CC(=O)O)SC1=Nc1cccc([N+](=O)[O-])c1 (configuration not stated)	0.0%	2%	3%	-4%	16	-1%	3%	?	20%	11%	8%
17	COc1ccccc1NS(=O)(=O)c1cc(C(=O)N2CCCCCC2)ccc1C	-1.0%	·	-5%	-3%	-12	1%	-7%	1%	7%	2%	-8%
18	Cc1ccc(C(=O)c2coc3cc([N+](=O)[O-])c(O)c([N+](=O)[O-])c23)cc1	-0.5%	14%	1%	-7%	-13	-5%	4%	?	4%	-6%[46.1 µM]	2%
19	O=c1c2cc(Br)ccc2nc(-c2ccc(Cl)cc2)n1O	-0.9%	-11%	-1%	-1%	-25	0%	-6%	?	12%	-8%	?
20	Cc1ccc(C)c(OCC(=O)N(C)CC(=O)Nc2ccc(Cl)c(C(F)(F)F)c2)c1	-0.2%	-3%	-1%	-26%	-18	-6%	7%	-5%	-6%	-1%	1%

# The last four compounds of the section before open the next one.
no.	canonical_smiles	B2AR arrestin	Mito fusion act	USP2a block	uPA surface inh	TSHR antag	PTAP TSG101 blk	Eya2 inh	Chronic BCR inh	Tb PFK block	TCR activator	ELG1 DNA repair
17	COc1ccccc1NS(=O)(=O)c1cc(C(=O)N2CCCCCC2)ccc1C	-1.0%	·	-5%	-3%	-12	1%	-7%	1%	7%	2%	-8%
18	Cc1ccc(C(=O)c2coc3cc([N+](=O)[O-])c(O)c([N+](=O)[O-])c23)cc1	-0.5%	14%	1%	-7%	-13	-5%	4%	?	4%	-6%[46.1 µM]	2%
19	O=c1c2cc(Br)ccc2nc(-c2ccc(Cl)cc2)n1O	-0.9%	-11%	-1%	-1%	-25	0%	-6%	?	12%	-8%	?
20	Cc1ccc(C)c(OCC(=O)N(C)CC(=O)Nc2ccc(Cl)c(C(F)(F)F)c2)c1	-0.2%	-3%	-1%	-26%	-18	-6%	7%	-5%	-6%	-1%	1%
21	C/C(=N\NC(N)=O)c1ccc(Cl)cc1	-0.5%	2%	-3%	-3%	2	-2%	7%	-14%	?	-4%	?
22	Cc1cc(C)n(-c2c(C)[nH]c3ccccc23)n1	-0.3%	2%	0%	1%	6	-2%	-19%	?	1%	-2%	?
23	CCCc1nnc2n1N=C(c1ccc([N+](=O)[O-])cc1)CS2	-0.1%	-3%	8%	0%	0	-6%	-5%	10%	-2%	6%	?
24	Cc1cccc(C(=O)NCc2nnc(SC(C)C(=O)Nc3nnc(C)s3)n2C)c1 (configuration not stated)	-1.0%	7%	-1%	-5%	6	-1%	6%	-3%	-2%	·	-1%
25	CC(=O)c1cccc(NC(=O)CN(c2cccc(F)c2)S(C)(=O)=O)c1	0.7%	-6%	1%	1%	9	0%	-2%	-1%	-5%	1%	1%
26	CCN=C1SC(CC(=O)NCCc2ccc(OC)c(OC)c2)C(=O)N1CC (configuration not stated)	0.3%	-3%	2%	0%	-8	-5%	3%	3%	-3%	2%	-7%
27	COc1cc2c(cc1NC(=O)c1cccc(Br)c1)CCCC2	2.1%	-6%	-1%	-3%	3	-2%	17%	?	-2%[0.46 µM]	0%	-22%
28	CCCNC(=O)COc1coc(CN2CCN(c3ccccc3OC)CC2)cc1=O	0.3%	2%	3%	-4%	-5	-2%	5%	6%	-4%	-2%	-1%
29	O=C1C(Cl)=C(NC(=O)c2ccccc2)C(=O)C(Cl)=C1NC(=O)c1ccccc1	0.1%	-13%	0%	-17%	-85*	2%	-5%	?	?	2%	-4%
30	CC(NC(=S)Nc1ccc(F)cc1)c1ccccc1 (configuration not stated)	-0.5%	-18%	-2%	-1%	-1	-2%	?	-1%	5%	-9%	-19%
31	O=S(=O)(c1cccc(-c2nnc(SCc3ccc(Cl)cc3)o2)c1)N1CCCCC1	-0.1%	-2%	4%	3%	-13	-3%	2%[15.4 µM]	-2%	2%	0%	?
32	CCn1c(C(=O)O)c(CC(=O)Nc2ccc(Br)cc2C)c2ccccc21	-0.5%	-3%	-1%	1%	2	-4%	3%	?	-1%	0%	-2%
33	NC(=O)C1CCN(c2c([N+](=O)[O-])cc(C(F)(F)F)cc2[N+](=O)[O-])CC1	-0.8%	3%	-1%	0%	0	1%	8%	0%	-16%	-4%	-1%
34	COc1ccccc1/C=C1/SC(=S)N(CCC(=O)Nc2cccnc2)C1=O	-1.2%	0%	1%	-2%	-7	?	7%	-1%	0%	2%	-2%
35	O=C1CN(C(=O)CSc2nnnn2C2CC2)c2ccccc2N1	0.3%	-6%	0%	-1%	16	-6%	10%	2%	2%	0%	11%
36	COc1ccccc1OCCNC(=O)C1CC(=O)N(c2ccc3c(c2)OCCO3)C1 (configuration not stated)	-1.0%	1%	-1%	0%	0	-1%	26%	?	-8%	-4%	0%
37	CCC(C)NC(=O)CNC(=O)c1nn(-c2ccc(OC)cc2OC)c(=O)c2ccccc12 (configuration not stated)	0.4%	26%	0%	2%	14	-2%	8%	0%	-2%	-6%	22%
